RGS4 inh: human RGS4 inhibition | 390,000 compounds, 0.039% hits | Transcreener GDP fluorescence polarization, RGS4-accelerated GTP hydrolysis | P49798 | Potency, µM (titrated, usually from 114 µM), for the others: at the top dose activity change, negative = inhibition, hits mostly inhibitors; further: on the % scale 0 is the no-effect control and ±100 the full control effect; nearly all actives have a fitted effect of over 75% in size; some results filed as inactive show a strong effect at the top dose
Target sequence (P49798 whole entry, looked up): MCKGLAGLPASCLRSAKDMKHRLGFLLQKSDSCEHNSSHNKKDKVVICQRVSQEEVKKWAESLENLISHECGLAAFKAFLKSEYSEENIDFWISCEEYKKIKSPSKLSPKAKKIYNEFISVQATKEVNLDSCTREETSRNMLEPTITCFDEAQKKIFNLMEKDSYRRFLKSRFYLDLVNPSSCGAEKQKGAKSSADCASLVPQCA
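MLSMR compounds (23 nl, pin-transferred) preincubated 10 min at room temperature with a 500nM (2x) first reagent, then RGS4 at 900nM (2x) plus Transcreener GDP mix added; fluorescence polarization (620/688 nm) read before and after 90 min at 30 °C.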
ALOX12 inh: ALOX12 (human) lipoxygenase inhibition. 580,000 compounds, 1.1% hits. purified 12hLO, xylenol orange hydroperoxide absorbance. Potency, µM (top dose mostly 108 µM), inactives show at the top dose activity change, negative = inhibition, hits mostly inhibitors. P18054; further: on the % scale 0 is the no-effect control and ±100 the full control effect
Target sequence (P18054 whole entry, looked up): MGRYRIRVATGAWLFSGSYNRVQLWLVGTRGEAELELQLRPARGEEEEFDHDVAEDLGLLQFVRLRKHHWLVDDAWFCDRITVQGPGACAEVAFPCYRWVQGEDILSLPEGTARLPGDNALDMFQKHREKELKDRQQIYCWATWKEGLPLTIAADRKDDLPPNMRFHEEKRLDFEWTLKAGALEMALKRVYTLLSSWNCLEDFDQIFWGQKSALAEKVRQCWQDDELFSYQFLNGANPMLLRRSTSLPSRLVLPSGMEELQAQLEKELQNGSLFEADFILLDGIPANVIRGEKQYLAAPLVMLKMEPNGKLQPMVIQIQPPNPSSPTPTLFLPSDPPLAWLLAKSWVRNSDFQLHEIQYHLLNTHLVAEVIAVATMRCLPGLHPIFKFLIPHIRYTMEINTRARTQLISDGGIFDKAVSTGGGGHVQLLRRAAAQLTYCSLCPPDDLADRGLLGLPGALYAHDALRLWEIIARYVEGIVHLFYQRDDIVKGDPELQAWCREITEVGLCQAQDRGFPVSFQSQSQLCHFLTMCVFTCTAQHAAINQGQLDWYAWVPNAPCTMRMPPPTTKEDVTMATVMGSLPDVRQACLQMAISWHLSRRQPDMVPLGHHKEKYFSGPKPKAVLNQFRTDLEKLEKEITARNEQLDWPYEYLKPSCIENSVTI
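Purified human 12hLO at 150 nM in 25 mM Hepes, 0.01% Triton X-100, pH 7.0, preincubated 15 min at room temperature with compound. Reaction started with 40 uM arachidonic acid, 30 min at room temperature. Hydroperoxide measured by Fe-xylenol orange, 573/405 nm absorbance ratio.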
PGK inhibitor: T. brucei PGK inhibition. PGK/GAPDH coupled, Kinase-Glo luminescence, 60 min. 380,000 compounds, 0.043% hits. Potency, µM (doses to about 57.5 µM), inactives show at the top dose activity change, negative = inhibition, usual class: inhibitors. AID 602233. P07378; further: on the % scale 0 is the no-effect control and ±100 the full control effect; nearly all actives have a fitted effect of over 60% in size
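Luminescent ATP detection (Kinase-Glo Plus) follows a 60-minute room-temperature incubation, with wells lacking PGK as controls. Buffer: 100 mM TEA (pH 7.6), 5 mM MgCl2, 0.01% Tween-20. Coupling enzyme GAPDH (100 nM final) supplies unstable 1,3-BPG in-well.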
GLS inh: inhibitors of human glutaminase (GLS) | AID 624170 | GLS enzymatic activity, qHTS titration | Potency, µM (doses to about 45.5 µM), for inactives: top-dose activity change, negative = inhibition, actives largely listed as inhibitors | 410,000 compounds, 0.21% hits; further: on the % scale 0 is the no-effect control and ±100 the full control effect
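hKGA in 45 mM KH2PO4 pH 8.2, 0.02% Tween-20 with pin-transferred compounds; 1 mM L-glutamine (stock) plus glutamate oxidase/HRP/Amplex Red coupling added. Fluorescence read initially and after 30 min at RT.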
JMJD2A Tudor: blocks the human JMJD2A Tudor domain; 390,000 compounds, 4.4% hits; Potency, µM (top dose mostly 114 µM), for inactives: top-dose activity change, negative = inhibition, usual class: inhibitors; AlphaScreen JMJD2A-Tudor / H3K4me3 peptide binding; O75164; further: on the % scale 0 is the no-effect control and ±100 the full control effect; nearly all actives have a fitted effect of over 50% in size
HP1b chromo inh: blocks HP1-beta chromodomain binding to methylated histone tails; Potency, µM (titrated, usually from 114 µM), for the others: at the top dose activity change, negative = inhibition, actives largely listed as inhibitors; AID 540317; AlphaScreen HP1-beta / biotin-H3K9me3 peptide binding; 390,000 compounds, 0.56% hits; P83916; further: nearly all actives have a fitted effect of over 70% in size; inactives centre near 23
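HP1-beta protein (50 nM final) preincubated 30 min at room temperature with biotinylated H3(1-18)K9me3 peptide (50 nM) in PBS pH 7.4, 0.01% Tween-20, then compound added for 30 min. AlphaScreen streptavidin donor/nickel chelate acceptor beads (10 ug/mL final), 30 min dark, luminescence read.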
rTrxR1 inhibitor: inhibitors of rat thioredoxin reductase 1 | O89049 | recombinant rTrxR1, NADPH fluorescence consumption, selenite substrate | Potency, µM (series often up to 114 µM), for the others: at the top dose activity change, negative = inhibition, hits mostly inhibitors | 390,000 compounds, 1% hits | AID 588453; further: on the % scale 0 is the no-effect control and ±100 the full control effect; nearly all actives have a fitted effect of over 65% in size
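Rat TrxR1 (90 nM in the dispensed reagent) was pre-reduced with 400 uM NADPH for 5 min at room temperature, then incubated with compound for 15 min. After 400 uM selenite was added, NADPH fluorescence (Ex 340/Em 450 nm) was followed for 8 min.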
ERG Ets-DNA blk: blocks human ERG Ets domain binding to DNA; fluorescence polarization, His-ERG Ets domain / labelled DNA; Potency, µM (doses to about 76.9 µM), without a hit: at the highest dose FP activity, negative = inhibition, usual class: inhibitors; 370,000 compounds, 0.028% hits; active means well fitted inhibition curve with a large enough effect in the polarisation, with a control signal flat; inconclusive means small, poorly fitted or top-dose-only effect, or effect the other way, or a change in a side signal; inactive means no such curve, though single readings can be large or run the other way; the % refers to the polarisation;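 further: polarization taken with two DNA probes labelled with fluorescein and Texas red; % of control where 0% means no effect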
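His-tagged ERG Ets domain (1 uM in the protein solution; 300mM KCl, 50mM Tris-HCl, 1mM EDTA, 1mM DTT, pH 7.5) received compound, then a probe mix of 5 nM fluorescein-DNA and 100nM Texas-615-DNA. Fluorescence polarization was read for both dyes.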
Pin1 inh: human Pin1 inhibition; Pin1 FP peptide displacement, HiFluor488, 10 min; Potency, µM (series often up to 115 µM), for the others: at the highest dose activity, negative = inhibition, hits mostly inhibitors; 390,000 compounds, 0.009% hits; AID 504891; active means well fitted inhibition curve with a large enough effect in the polarisation, with a control signal flat, not every such curve was filed as active; inconclusive means small, poorly fitted or top-dose-only effect, or effect the other way, or a change in a side signal; inactive means no such curve, though single readings can be large or run the other way; the % refers to the polarisation; further: on the % scale 0 is the no-effect control and ±100 the full control effect
Target sequence (Q13526 whole entry, looked up): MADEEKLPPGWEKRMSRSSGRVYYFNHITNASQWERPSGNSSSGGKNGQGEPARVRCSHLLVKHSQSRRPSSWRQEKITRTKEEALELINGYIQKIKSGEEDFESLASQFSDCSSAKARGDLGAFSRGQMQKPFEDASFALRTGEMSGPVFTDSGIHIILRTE
Numbers without * were called inactive; i = inactive; ? = inconclusive; nt = no result given; & = joins results of further samples; [ ] = another dose, or the depositor's remark. Unless noted, the call rests on the fitted dose curve; in most records, active means well fitted curve in the direction sought with a large enough effect; inconclusive means small, poorly fitted or top-dose-only effect, or another doubt; inactive means no such curve, though single readings can be large; an effect the other way counts as inactive or inconclusive. Potency means the concentration at half of the fitted maximal effect.

SMILES	RGS4 inh	ALOX12 inh	PGK inhibitor	GLS inh	JMJD2A Tudor	HP1b chromo inh	rTrxR1 inhibitor	ERG Ets-DNA blk	Pin1 inh
O=C(Cc1nc2ccccc2[nH]1)NCc1ccco1	-5%	124%[activator]	-5%	-5%	-4%	31%	-13%	-7%	-8%
Brc1ccc(N=Cc2ccccn2)cc1	3%	-18%	i	-3%	-16%	27%	-15%	-2%	2%
COC(=O)CSc1nnc(-c2ccoc2C)n1-c1ccc(OC)cc1	-14%	14%	i	-5%	-12%	18%	-30%	-2%	?
Cc1ccc(NC(=O)Cn2c(=O)n(Cc3nc(-c4ccccc4)no3)c(=O)c3cc4c(cc32)OCO4)cc1F	3%	-18%	-1%	1%	-18%	52%[activator]	14%	1%	20%
O=C(Cn1c(=O)n(-c2ccc(Cl)cc2)c(=O)c2oc3ccccc3c21)Nc1ccccc1	5%	?	26%	-10%	3%	58%[activator]	11%	-14%	1%
Cc1ccsc1/C=C/c1ccc2ccccc2n1	-37%	?	-8%	-4%	33%	162%[activator]	-9%	-4%	4%
CN(C)c1ccc(P(=O)(OCc2ccccc2)C(O)c2ccccc2F)cc1 (stereo unspecified)	9%	0%	-8%	7%	-19%	14%	10%	1%	-16%
COc1ccc(Cl)cc1NC(=S)N1CCN(S(C)(=O)=O)CC1	-2%	8%	-6%	8%	-10%	41%[activator]	-9%	5%	-4%
CCOC(=O)C1=C(CN2CCCCCC2)NC(=O)NC1c1cccc([N+](=O)[O-])c1 (stereo unspecified)	-9%	11%	i	-5%	-18%	15%	19%[57.1 µM]	7%	0%
COc1ccc(CC(=O)Nc2ccccc2-c2ccccc2)cc1OC	-1%	19%&-30%	-1%	4%	-5%[57.1 µM]	49%[activator]	11%[57.1 µM]	-5%	11%
COc1ccc(C2C3=C(N=C4SCC(=O)N42)c2ccccc2CC3)cc1OC (stereo unspecified)	-38%	18%	-2%	-4%	?	-6%	10%[57.1 µM]	-6%	0%
O=C(NCc1ncc(C(F)(F)F)cc1Cl)Nc1ccccc1	-1%	nt	0%	0%	-7%	9%	9%	7%	11%
O=C(O)c1csc(-c2cccc(Cl)c2)n1	-11%[11.4 µM]	-21%	2%	-9%	-3%[11.4 µM]	11%	10%	-3%	-1%
C=C1C(=O)[C@@]23[C@H](O)C[C@@H]4C(C)(C)CC[C@H](O)[C@]4(C)[C@@H]2C[C@H](O)[C@@H]1[C@H]3O	-48%	17%	-5%	-13%	-6%	50%[activator]	16µM*	-8%	-2%
Cc1csc(-c2cnn(-c3ccccc3)c2NC(=O)c2ccc(C(F)(F)F)cc2)n1	-1%	-13%	-1%	4%	-6%	26%	-4%	3%	2%
COc1ccc(NC(=O)CSc2nnc(C3CC3)n2N)cc1	10%	-11%	3%	-7%	-13%	32%	28%	0%	-2%
CN1CCC(OC(=O)Cc2ccc(Cl)cc2)CC1	-6%	-8%	nt	3%	8%	63%[activator]	11%	-2%	-8%
O=S(=O)(Cc1ccccc1Cl)NCCc1ccccc1	3%	10%	i	-4%	10%	35%	7%[57.1 µM]	8%	1%
COc1ccc(C2/C(=C(\O)c3cccc(OC)c3)C(=O)C(=O)N2c2ccccn2)cc1 (stereo unspecified)	-33%	?	i	-7%	-17%	28%	-19%	-25%	-11%
O=C(O)c1ccc2ncsc2c1	-15%	45µM*	-9%	?	20µM*	-23%	22%	-7%	-5%
Fc1ccc(C(CNC(=S)NC2CCCCC2)N2CCOCC2)cc1 (stereo unspecified)	39%	-1%	0%	-14%	-23%	27%	17%[57.1 µM]	8%	1%
CN(c1ccccc1)S(=O)(=O)c1ccc(C(=O)NCCc2ccccc2)cc1	-1%	2%	i	9%	-1%	23%[57 µM]	12%	2%	-3%
Oc1[nH]c2ccccc2c1OCc1ccncc1	-10%	0%	4%	7%	-2%	20%	10%[57.1 µM]	-4%	1%
CC(=O)c1ccc(-c2cccc(-c3cc(=O)oc4ccc(C(C)(C)C)cc34)c2)cc1	-13%	1%	4%	-2%	-7%	44%[activator]	17%	0%	1%
CN(CC(=O)Nc1ccccc1)CC(=O)Nc1ccc(F)cc1	12%	13%	6%	1%	-7%	5%	15%[0.457 µM]	-8%	-4%
O=S(=O)(NCc1ccccc1)NCc1ccccc1F	11%	-14%	-6%	0%	-12%	34%	0%	1%	-5%
Brc1ccc(N=C(c2ccccc2)c2ccncc2)cc1	-29%	-21%	-2%	2%	-23%	7%	-10%	6%	-4%
COc1cc(C2NC(=O)c3c(sc4c3CCN(C)C4)N2)cc(Br)c1OC(=O)c1ccc(C)cc1 (stereo unspecified)	-26%	20%	-11%	0%	-33%	3%	13%	4%	?
O=C(COC(=O)COc1ccc(Br)cc1)NCc1ccccc1	1%	184%[activator]	9%	0%	5%	47%[activator]	20%	6%	-1%
COc1cccc(Nc2nc(C)cc(C)c2C(N)=O)c1	-3%	0%	-1%	-18%	0%	39%	19%[57.1 µM]	15%	-5%
CC(C)C(=O)Nc1ccc2oc(=O)ccc2c1	-9%	25%	0%	3%	2%	13%	5%[57.1 µM]	0%	-4%
CN(CC(=O)Nc1cccc(F)c1)CC(=O)Nc1cccc(S(N)(=O)=O)c1	-6%[11.4 µM]	?	-6%	-6%	1%[11.4 µM]	15%	25%	-4%	-2%
COc1ccccc1NC(=O)c1ccccc1-c1ccccc1C(=O)O	-21%	4%	8%	-7%	0%	35%	17%[57.1 µM]	-7%	-4%
CCc1cc(C(=O)N2CCN(c3ncccn3)CC2)sc1C	-15%	-4%	-7%	0%	-26%	30%	20%[57.1 µM]	-1%	-7%
CCCCC(=O)Nc1ccc(Br)cn1	-7%	0%[57.4 µM]	-2%	-14%	7%	43%[activator]	-7%	-10%	4%
CCc1sc(Nc2cccc(Cl)c2)nc1-c1cc2cccc(OC)c2oc1=O	-9%	6%	i	-8%	-14%	45%	9%[57.1 µM]	1%	28%
COc1ccc(NC2=Nc3ccccc3N[C@@]23C[C@H]2CCCC(=O)N4CC[C@@H](C3)[C@@H]24)cc1	-11%	7%	2%	15%	-31%	7%	1%&-2%	-14%	-8%
CCc1cc2cccc(C)c2nc1SCC(=O)Nc1nonc1C	1%	1%	-3%	4%	-12%	36%	1%	31%[activator]	-1%
CC(Oc1ccc(F)cc1)C(=O)Oc1ccc(N(C)S(=O)(=O)c2ccccc2)cc1 (stereo unspecified)	1%	0%	0%	8%	6%	32%	-3%	-4%	0%
COc1cc(C(=O)Nc2cccc(C(C)=O)c2)cc(OC)c1OC	11%	-10%	-3%	5%	-2%	45%[activator]	26%	2%	1%
O=[N+]([O-])c1ccc(O)c(CNCc2ccccc2)c1	-21%	4%	-9%	12%	-17%	3%	-15%	nt	0%
O=C(O)c1cccc(N/N=C/C2=C(Cl)c3cc(Cl)ccc3SC2)c1	-39%	?	-11%	14%	56µM*	-5%	-6%	12%	-9%
CCC(CC)NC(=O)c1cc([N+](=O)[O-])ccc1N1CCOCC1	11%	-14%	2%	11%	2%	17%	3%	-3%	-3%
CCOc1ccc(C(=O)NC(=S)Nc2cccc(S(=O)(=O)NC3=NCCC3)c2)cc1	-24%	?	-10%	7%	-34%	-21%	?	-5%	-12%
NNc1nnnc2c1sc1nc(N3CCOCC3)c3c(c12)CCCC3	-19%	nt	-7%	5%	-9%	34%	-19%	-2%	?
COc1ccc(S(=O)(=O)Nc2nc3ccccc3s2)cc1	-13%	6%	3%	8%	-30%	69%[activator]	12%[57.1 µM]	6%	-11%
Cc1ccc2[nH]cc(CCNC(=O)/C=C/c3ccco3)c2c1	-8%	?	4%	10%	-34%	-1%	-4%	7%	5%
O=C(O)CCC(=O)N(Cc1ccco1)c1nc(-c2ccccc2)cs1	1%	-21%	-3%	14%	9%	17%	6%	0%	1%
CCCCc1c(C)nn(-c2nnc3c4ccccc4n(CC)c3n2)c1C	-4%	3%	-12%	-11%	-30%	43%[activator]	20%[57.1 µM]	-5%	-1%
CCOc1ccc(NC(=O)CSc2nnc(N)s2)c([N+](=O)[O-])c1	-39%	-2%	-2%	-8%	-22%[57.1 µM]	22%	11%[57.1 µM]	-9%	1%
CC(=O)N1CCN(C(=O)C(Cc2ccccc2)NC(=O)c2ccccc2)CC1 (stereo unspecified)	0%	356%[activator]	9%	0%	5%	41%[activator]	16%	-3%	8%
CCOc1ccc(NC(=O)CC2C(=O)N(c3ccccc3)C(=S)N2Cc2ccccn2)cc1 (stereo unspecified)	-51%	?	-5%	-7%	-28%	27%	-4%	0%	4%
Cc1ccc(O)c(C(=O)c2cc(C(=O)NCCc3ccccc3)c(=O)n(CCc3ccccc3)c2)c1	-2%	23%	-1%	4%	-22%	-1%	-2%[11.4 µM]	4%	48%[activator]
CC(C)NC(=O)c1ccccc1NC(=O)CS(=O)(=O)Cc1ccccc1	17%	15%	-2%	1%	-13%	28%	11%	5%	2%

Two of the compounds above, as labelled records:
COc1ccc(NC(=O)CSc2nnc(C3CC3)n2N)cc1
  RGS4 inh: 10%; ALOX12 inh: -11%; PGK inhibitor: 3%; GLS inh: -7%; JMJD2A Tudor: -13%; HP1b chromo inh: 32%; rTrxR1 inhibitor: 28%; ERG Ets-DNA blk: 0%; Pin1 inh: -2%

CN1CCC(OC(=O)Cc2ccc(Cl)cc2)CC1
  RGS4 inh: -6%; ALOX12 inh: -8%; PGK inhibitor: nt; GLS inh: 3%; JMJD2A Tudor: 8%; HP1b chromo inh: 63%[activator]; rTrxR1 inhibitor: 11%; ERG Ets-DNA blk: -2%; Pin1 inh: -8%

Screens as filed in PubChem.

Not all compounds are listed. The share of hits here may be higher or lower than overall.
